Screening results: PubChem BioAssay, several laboratories
Pemphigus Ab inh = inhibitors of pemphigus antibody binding to DSG3, primary screen, biochemical, bead-based, flow cytometry, scFv-GFP; Desmoglein-3 (Homo sapiens), P32926; 0.48% of 310,000 active; binding (percent of control), % at 10 µM; DSG3-coupled beads, scFv-anti-DSG3-GFP binding; active compounds read low;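 active means binding more than 3 SD below its plate's average and above zero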;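 further: hits lower antibody fragment binding to DSG3; some compounds called inactive have numbers as strong as hits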
Arr AP2 block = inhibitors of beta-arrestin/AP2 binding, primary screen, biochemical, GPCR trafficking, flow cytometry. beta-arrestin 1 C-terminal peptide binding to AP2 beta2-adaptin appendage (human). FITC-arrestin peptide / GST-AP2 beads; AP2 beta2 appendage carries R879A mutation. inhibition, % at 10 µM. 0.31% of 340,000 active. AID 504490, 2011;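 active means inhibition above a set limit, near 3 SD of compounds lacking own fluorescence, cut at about 54% in these data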;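 further: plate controls were DMSO wells for no effect and 5 µM unlabelled arrestin peptide for full effect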
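System: GST-AP2 R879A glutathione beads. Medium: PBS with 0.05% Tween 20 and 0.1% BSA. Also added: FITC-arrestin peptide, 50 nM. Incubation: 12 min plus 1 h, RT. Measured by: high-throughput flow cytometry of beads, ex 488, em 535 nm. Evaluation: percent drop in bead-associated FITC signal.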
PKA-R2B activ = activators of PKA-R2B holoenzyme, primary screen, biochemical, fluorescence polarization, Cy5-IP20, human; cAMP-dependent protein kinase catalytic subunit beta (Homo sapiens) + cAMP-dependent …; PKA-R2B holoenzyme dissociation; R2B truncated from residue 108, S112A mutant; 0% DMSO only, 100% 113 µM cGMP; activation, % at 11.4 µM; 0.079% of 340,000 active;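 active means activation above a cutoff set at the mean over all compounds plus 3 SD, cut at about 18% in these data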;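 further: higher means more holoenzyme dissociation and a rise in polarization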
Target sequence (P31323 whole entry, looked up, other chains not shown, the tested form may be a part): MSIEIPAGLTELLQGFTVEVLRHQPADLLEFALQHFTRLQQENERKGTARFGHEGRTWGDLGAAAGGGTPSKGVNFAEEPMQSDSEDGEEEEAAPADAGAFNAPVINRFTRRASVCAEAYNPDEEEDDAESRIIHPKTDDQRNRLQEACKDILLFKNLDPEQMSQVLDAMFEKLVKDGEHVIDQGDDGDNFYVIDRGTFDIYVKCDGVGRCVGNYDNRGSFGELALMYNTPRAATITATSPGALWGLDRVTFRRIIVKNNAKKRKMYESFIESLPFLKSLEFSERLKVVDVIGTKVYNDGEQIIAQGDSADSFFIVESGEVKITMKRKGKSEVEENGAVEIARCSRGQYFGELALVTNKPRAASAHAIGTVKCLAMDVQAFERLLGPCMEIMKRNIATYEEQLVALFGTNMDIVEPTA
HTR5A ag ctr = HTR5A agonists in luminescence cell assay, primary screen, counter-screen for OPRM1-OPRD1 heterodimer agonist project, full-deck HTS. cell-based. activation, % at 9.3 µM. 0.61% of 340,000 active. AID 504692, 2011; in the data active means activation mostly above about 9.5%, no sharp cut-off; inactive means mostly below about 7.6%;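 further: 0% = cells with vehicle only and 100% = reference agonist; strong numbers were not always called active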
Target sequence (P47898 whole entry, looked up): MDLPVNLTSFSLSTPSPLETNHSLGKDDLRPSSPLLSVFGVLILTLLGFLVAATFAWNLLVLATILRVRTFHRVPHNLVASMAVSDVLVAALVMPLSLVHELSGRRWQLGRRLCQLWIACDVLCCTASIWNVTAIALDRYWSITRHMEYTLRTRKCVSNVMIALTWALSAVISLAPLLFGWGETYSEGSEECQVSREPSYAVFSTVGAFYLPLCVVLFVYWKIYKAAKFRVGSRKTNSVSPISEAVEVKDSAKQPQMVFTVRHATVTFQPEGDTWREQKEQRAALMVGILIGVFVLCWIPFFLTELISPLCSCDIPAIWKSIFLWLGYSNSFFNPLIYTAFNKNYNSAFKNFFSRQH
OPRM1-OPRD1 ag = agonists of OPRM1-OPRD1 heterodimerization, primary screen, cell-based, luminescence; Mu-type opioid receptor (Homo sapiens) + Delta-type opioid receptor (Homo sapiens), …; cells; activation, % at 9.3 µM; 0.3% of 340,000 active; AID 504326, 2011; in the data active means activation above about 18%;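 further: 0% = vehicle-treated cells and 100% = reference agonist; values of inactives mirror those of a sister screen read the other way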
OPRM1-OPRD1 inv = inverse agonists of MOR-DOR heterodimerization, primary screen, cell-based, luminescence | Mu-type opioid receptor (Homo sapiens) + Delta-type opioid receptor (Homo sapiens), … | cell-based MOR-DOR heterodimer luminescence, inverse agonism | inhibition, % at 9.3 µM | 0.21% of 340,000 active; in the data active means inhibition above about 22%, passing the limit was not always enough;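 further: 0% = cells with DMSO and 100% = wells without cells with DMSO; values of inactives mirror those of a sister screen read the other way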
V-ATPase pHluor = regulators of yeast V-ATPase proton pumping, primary screen, pHLuorin cytosolic pH fluorescence | response, % at 10 µM | S. cerevisiae | 0.37% of 350,000 active | AID 504577, 2011; in the data active means response mostly above about 7.3%, no sharp cut-off; inactive means mostly below about 5.4%; further: actives read high; inactives centre near 0; some compounds called inactive have numbers as strong as hits; reference of the scale not given here
DAGLB inhibitor = DAGLB lipase inhibitors, primary screen, biochemical, fluorescence, HTS | inhibition, % at 5.17 µM | HEK293T DAGLB membrane lysate, EnzChek fluorogenic substrate | Diacylglycerol lipase-beta (Homo sapiens), Q8NCG7 | 0.059% of 340,000 active; in the data active means inhibition above about 34%;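 further: 0% = enzyme with vehicle and 100% = wells lacking enzyme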
PKA-R1A activ = activators of PKA-R1A holoenzyme, primary screen, biochemical, fluorescence polarization, Cy5-IP20, bovine R1A, mouse PKAc. cAMP-dependent protein kinase type I-alpha regulatory subunit (Bos taurus) + …. PKA-R1A dissociation; scaled: DMSO 0%, 113 µM cGMP 100%. activation, % at 11.4 µM. 0.083% of 340,000 active. AID 504707, 2011;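 active means percent activation above the mean of all tested compounds plus 3 SD, cut at about 19% in these data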;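 further: higher means more PKAc released from R1A so a rise in polarization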
HTR5A inv ctr = HTR5A inverse agonists in luminescence cell assay, primary screen, counter-screen for OPRM1-OPRD1 heterodimer inverse agonist project, full-deck HTS. 5-hydroxytryptamine receptor 5A (Homo sapiens), P47898. HTR5A cell line, inverse agonism. inhibition, % at 9.3 µM. 0.083% of 340,000 active; in the data active means inhibition mostly above about 23%, no sharp cut-off; inactive means mostly below about 18%;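 further: 0% = cells with DMSO and 100% = no-cell wells with DMSO; some compounds called inactive have numbers as strong as hits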
* hit, by the source's call; . = not tested or not shown. Random draw from the library; about 2.4% have a hit in one of these screens.

SMILES	Pemphigus Ab inh	Arr AP2 block	PKA-R2B activ	HTR5A ag ctr	OPRM1-OPRD1 ag	OPRM1-OPRD1 inv	V-ATPase pHluor	DAGLB inhibitor	PKA-R1A activ	HTR5A inv ctr
CCOC(=O)N1CCC(NC(=O)c2ccc(CS(=O)c3cccc(Cl)c3)o2)CC1 (configuration not stated)	105	18	10	0	-1.7	9	-1	1	-3	-26
CC1(C)CC(=O)C(C2=NC3(CCCCCC3)Cc3ccccc32)=C(O)C1	110	-5	2	-2	-2.2	12	1	2	1	8
Cc1cccc(C)c1NC(=O)C(NC(=O)c1ccccn1)c1ccc([N+](=O)[O-])cc1 (configuration not stated)	91	-10	0	-2	0.3	-1	-6	3	-3	7
CC1CCCCN1CCCn1c(=S)[nH]c2ccccc2c1=O (configuration not stated)	104	2	6	-1	-2.9	12	0	-2	-6	14
COc1ccc(C2=Nc3ccc(C)cc3C(c3ccccc3)N2CC(=O)NN)cc1 (configuration not stated)	96	-4	6	-3	-0.1	0	2	2	-11	8
COc1ccc(C(=O)NC2CCN(C(=S)Nc3ccccc3C)CC2)cc1	105	-3	-2	0	-2.8	14	0	-2	8	-27
COC(=O)C1CCN(C(=O)COC(=O)c2n[nH]c3ccccc23)CC1	98	-14	-4	3	-2.4	13	1	3	-7	2
CC1CCN(CCNC(=O)c2ccc3c(=O)n(Cc4ccc(Cl)cc4)c(=S)[nH]c3c2)CC1	.	-7	-7	8	5.5	-28	-2	6	-19	-11
NC(=O)CSc1cn(CCNC(=O)c2cccs2)c2ccccc12	92	-7	4	6	-1.9	11	-2	1	0	-18
O=C(NCCCN1CCCC1=O)c1ccc(Cl)c(NS(=O)(=O)c2ccc(F)cc2)c1	102	-4	-4	0	1.3	-6	-9	2	-8	10
O=C(O)c1cc([N+](=O)[O-])cc2ccccc12	95	-8	6	-4	-1.2	6	-2	1	-12	17
CC(=O)Nc1cc2c(cc1C(C)=O)OCCO2	.	0	0	-6	-3.0	13	3	-1	-12	15
Cc1ccc(CC(=O)N2CCC(c3nc4c(nnn4Cc4ccccc4)c(=O)[nH]3)CC2)cc1	96	16	-3	3	-1.7	9	3	2	-11	-9
O=C(NCc1cccnc1)C1CCN(S(=O)(=O)c2cccnc2)CC1	99	-2	11	1	-0.9	5	0	1	3	-2
N/C(=N\NS(=O)(=O)c1ccccc1Cl)c1ccccn1	104	-9	-12	2	-0.9	4	5	0	-5	-11
C[C@@H]1CN([C@H](C)CO)C(=O)CCCn2nncc2CO[C@@H]1CN(C)C(=O)c1ccncc1	102	.	0	.	.	.	-2	-3	-3	.
CN(C)CCCN1C(=O)c2cccc3c(Br)ccc(c23)C1=O	98	-80	0	4	-0.3	2	-6	1	-3	-11
COc1ccc(C)cc1NC(=O)Cn1cnc2sc(C)c(S(=O)(=O)N3CCOCC3)c2c1=O	.	-2	-3	5	-2.4	14	0	1	2	-13
Cc1ccc2nc(/C(C#N)=C/c3ccc(-c4cccc([N+](=O)[O-])c4)o3)[nH]c2c1	107	13	8	-1	2.5	-15	2	-1	1	3
O=C(NCCc1cccc(Cl)c1)c1cccs1	107	-1	4	-1	-2.1	11	0	-2	-7	-17

The list goes on (2 carried over from the part before).
SMILES	Pemphigus Ab inh	Arr AP2 block	PKA-R2B activ	HTR5A ag ctr	OPRM1-OPRD1 ag	OPRM1-OPRD1 inv	V-ATPase pHluor	DAGLB inhibitor	PKA-R1A activ	HTR5A inv ctr
Cc1ccc2nc(/C(C#N)=C/c3ccc(-c4cccc([N+](=O)[O-])c4)o3)[nH]c2c1	107	13	8	-1	2.5	-15	2	-1	1	3
O=C(NCCc1cccc(Cl)c1)c1cccs1	107	-1	4	-1	-2.1	11	0	-2	-7	-17
Cc1cccc(-c2noc(CCC(=O)NC3CCCCC3)n2)c1	108	-2	6	0	-1.4	6	-1	-2	-9	-1
CN1CCN(Cc2cc(Cl)c3cccnc3c2OC(=O)c2cccs2)CC1	124	0	-4	5	-3.4	18	1	0	-4	11
CCCN1CCN(S(=O)(=O)c2ccc3c(c2)OCCO3)CC1	103	12	4	-3	0.2	-1	0	0	4	7
Clc1ccc(OCCN2CCN(c3ncnc4sccc34)CC2)cc1	103	-9	-9	-1	0.9	-4	-1	-5	-2	2
O=c1ccc(Cl)cn1Cc1ccccc1F	98	0	12	4	-1.4	8	-2	-1	8	10
CCC(C(=O)Nc1cc(F)ccc1F)n1nc(C)c2c(C)n(-c3ccc(C)cc3)nc2c1=O (configuration not stated)	104	0	11	4	5.4	-29	0	-2	-1	-13
COc1c(C(=O)Nc2ccccc2N2CCOCC2)cc2ccccc2c1Br	108	-4	-5	1	2.1	-12	-1	-10	-5	1
COc1cc(/C=C2\SC(=S)N(CCC(=O)Nc3ccccn3)C2=O)cc(OC)c1OC	.	2	-1	-5	0.0	0	5	0	2	1
O=C(NCCN1CCOCC1)C(=O)NCc1ccco1	87	19	-6	2	0.7	-5	5	-1	4	-7
Clc1cccc(CSc2nccn2-c2ccccc2)c1	105	44	7	-6	1.8	-9	-3	-2	2	14
CCc1cc2cc(C)cc(C)c2nc1SCC(=O)N1CCN(C(=O)c2ccco2)CC1	98	11	-9	4	-2.8	12	-1	-9	-9	-4
COc1cccc(/C=N/NC(=O)CSc2cccc3cccnc23)c1	107	5	-7	-5	1.1	-6	4	-4	1	-8
N#C/C(=C/c1ccc(-c2ccc([N+](=O)[O-])cc2)o1)c1nnc(N2CCOCC2)n1-c1ccccc1	111	23	-2	2	-1.5	8	-2	-1	1	-7
CCCCN(CC)CCNC(=O)c1cc2c(C)nc3ccccc3c2o1	114	-4	2	1	-0.7	4	-1	0	3	-3
O=C(O)c1ccc(CNC(=O)c2ccccc2NC(=O)c2cccc([N+](=O)[O-])c2)cc1	100	17	11	2	0.6	-3	2	0	-6	-5
Cc1cccc(C(=O)NC(=S)N2CCN(C(=S)NC(=O)c3cccc(C)c3)CC2)c1	100	28	-11	-1	-3.6	22	-2	-3	6	3
Cc1ccc(CN(C)C(=O)CCc2c[nH]c3ccccc23)o1	96	-10	6	0	-1.4	8	-5	0	-3	0
CCOc1cccc2sc(N(CCCN(C)C)C(=O)c3ccc(S(=O)(=O)N(CC)Cc4ccccc4)cc3)nc12	114	16	4	6	2.6	-14	2	3	1	0
CCCOc1cc(C)c(S(=O)(=O)NCCOC)cc1C	104	9	5	6	2.1	-10	0	0	2	10
Cc1ccc2c(c1)C(c1ccncc1)=NNC(c1ccc(F)cc1)=N2	94	5	-4	1	-0.9	5	-3	0	1	-3
COc1ccc(OCC(=O)OCC(=O)NC2CCCCC2C)cc1 (configuration not stated)	98	-16	-1	7	-1.2	5	1	-1	-8	5
Nc1nc2c(Cl)ccc(Cl)c2s1	114	-33	-5	2	4.0	-19	3	-2	-4	-4
COCCCn1cc(C(=O)c2cc(OC)ccc2OCC(=O)Nc2cc(C)on2)cc(C#N)c1=O	105	7	1	0	-2.4	13	-1	-4	-3	-1
OC[C@@H]1[C@@H](c2ccc(Cl)cc2)C(c2ccccc2)=NN1c1ccccc1	100	-17	-6	3	6.4	-32	2	-3	-9	-9
CN(C)/C=C(/C(=O)c1ccccc1Cl)S(C)(=O)=O	103	-4	-12	-2	-2.9	16	-1	-2	-14	6
COc1cc(NC2c3ncccc3C(=O)N2Cc2ccco2)cc(OC)c1OC (configuration not stated)	93	40	3	0	1.6	-11	3	0	2	1
COc1ccccc1CN1CC(C(=O)NCc2ccc(C)c(F)c2)CCC1=O (configuration not stated)	.	22	-4	-2	0.6	-3	4	3	-2	10
CCCn1nnnc1SCC(=O)N1CCOCC1	105	-4	-1	2	-2.3	14	2	-3	1	-26
COc1cc(OC)c2c(-c3cccc(-c4ccc(OC)c(OC)c4)c3)cc(=O)oc2c1	101	-2	4	0	-3.2	16	-1	-1	0	-1
CCCCc1nc2cc(C(=O)N3CCCCC3CCO)ccc2o1 (configuration not stated)	115	-2	2	-3	-3.0	15	1	-3	-8	7
O=C(Nc1ccncc1)c1ccc(-c2ccccc2)cc1	100	38	-3	5	6.8	-36	0	-2	-9	13
Cc1ccc(N2C(=O)Nc3ccccc3S2(=O)=O)cc1Cl	102	29	6	-2	2.4	-11	-1	2	-11	8
CC(c1ccccc1)c1nnc(NC(=O)Nc2ccccc2F)s1 (configuration not stated)	103	-4	9	5	9.2	-44	0	1	9	-18
CCOC(=O)C1CCN(C2CCN(C(=O)c3oc4c(F)cccc4c3C)CC2)CC1	118	-2	-9	5	-3.3	17	-1	1	-9	-13
O=C(Nc1ccc(S(=O)(=O)N2CCCC2)cc1)c1ccc([N+](=O)[O-])o1	105	32	-5	-2	6.2	-25	-1	4	-1	12
Cc1cc(=O)oc2cc(OCC(=O)NCc3ccncc3)ccc12	106	-1	-7	3	0.0	0	-2	-1	7	-11
Cc1cccc(N(C)S(=O)(=O)c2ccc3c(c2)NC(=O)CC(=O)N3)c1	97	-15	1	-1	-1.8	9	-4	-3	4	3
O=C(COc1ccccc1)Nc1nnc(S(=O)(=O)N2CCCCCC2)s1	102	0	-9	8	-2.0	10	1	3	-2	-22
Cc1ccc(Nc2nc(N)nc(CSC(=S)N3CCN(c4ccccc4)CC3)n2)cc1	114	25	-5	7	-0.4	2	-7	0	-13	5
CC1(C)CC(=O)C=C(CN2C(=O)c3ccccc3C2=O)C1=O	99	-8	-10	3	-3.4	15	-3	1	-15	20
O=C(CN1CCCC1)NC12CC3CC(CC(C3)C1)C2	99	-4	-15	2	-1.6	9	-2	1	5	-22
CN(C)C(=O)CCc1ccc2c3c([nH]c2c1)[C@]1(C)[C@@H](C(=O)N2CCCCC2)C[C@H](CC(=O)NCCc2ccccn2)C(=O)N1CC3	95	-6	-5	0	-3.2	16	2	-2	-4	1
O=C1CC(=O)Nc2cc(S(=O)(=O)N3CCOc4ccccc43)ccc2N1	100	15	-8	6	-1.6	10	1	0	-18	7
Cc1cn(S(=O)(=O)c2ccc(Br)cc2)cn1	99	-3	9	-2	-1.9	11	2	0	1	-1
CN1CCNC(=O)C1CC(=O)NCC1(c2ccccc2)CCCCC1 (configuration not stated)	104	9	3	-2	-2.5	13	5	-2	-2	4
